# Autophagy mod: autophagy modulation, high-content screen. AID 463193. MEF GFP-LC3 puncta imaging; test concentration mostly 10 µM. calls only at 10 µM (by protocol). 190,000 tested, 0.98% active;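 active = percentage of spot-positive cells more than 3 SD above its plate mean, without a fluorescence outlier flag or 80% toxicity; inconclusive = no clear call, values can overlap the other calls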;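 note: spot-positive cell cutoff set from DMSO-treated cells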
# NTR1 ag: NTR1-driven beta-arrestin-GFP spot formation – imaging, U2OS cells, high content, primary screen (AID 493036). activation, % at 20 µM. P30989. agonist mode. 330,000 tested, 0.17% active;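 active = activation at or above 40% of the spot to cytoplasm intensity ratio, with at least 20 cells analyzed; inconclusive = wells under 20 cells, flagged as cytotoxic or low count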;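 note: 0% = DMSO without peptide and 100% = 100 nM NTR1 peptide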
# Target sequence (P30989 whole entry, looked up): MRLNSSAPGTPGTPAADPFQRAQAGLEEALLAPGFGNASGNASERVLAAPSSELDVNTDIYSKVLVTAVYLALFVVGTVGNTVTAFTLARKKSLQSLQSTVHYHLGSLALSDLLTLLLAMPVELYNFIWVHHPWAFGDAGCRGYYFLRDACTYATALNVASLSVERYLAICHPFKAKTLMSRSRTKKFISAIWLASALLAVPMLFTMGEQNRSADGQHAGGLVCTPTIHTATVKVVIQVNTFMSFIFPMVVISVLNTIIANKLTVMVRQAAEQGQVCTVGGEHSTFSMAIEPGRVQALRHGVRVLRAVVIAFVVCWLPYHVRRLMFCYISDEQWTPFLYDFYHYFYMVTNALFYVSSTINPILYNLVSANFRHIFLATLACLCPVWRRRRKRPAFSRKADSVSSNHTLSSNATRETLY
# GPR35 antagonists: GPR35 antagonists blocking zaprinast-driven arrestin recruitment, primary screen, imaging, U2OS, beta-arrestin-GFP, zaprinast agonist (AID 2058); U2OS GPR35 beta-arrestin-GFP translocation imaging, zaprinast antagonism; higher % means a stronger effect; one-dose inhibition, % at 10 µM; IC50 in µM for titrated hits; 290,000 tested, 0.052% active;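 active = inhibition of at least 50% with at least 30 cells and total cytoplasm GFP at most 10,000,000; inconclusive = under 30 cells or total GFP of 10,000,000 plus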
# LYP phosphatase: inhibitors of LYP phosphatase, biochemical, fluorescence intensity, uHTS (AID 1779); inhibition, % at 11.5 µM; hits with a dose series show IC50 in µM; recombinant LYP phosphatase, fluorescence intensity; higher % means a stronger effect; 290,000 tested, 0.054% active; in the data active = inhibition above about 50%;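 note: plate controls were vehicle with enzyme for no effect and no enzyme for full effect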
# WT yeast gro inh: growth inhibition of WT yeast, mitochondrial fusion screen; mitochondrial fusion phenotypic screen, WT strain; inhibition, % at 10 µM; 190,000 tested, 2.1% active; AID 1362; in the data active = inhibition above about 58%; tested in S. cerevisiae
# AID2073: disruptors of CaV2.2 binding to Mint1 – biochemical, HTRF (AID 2073); HTRF protein-protein interaction, Mint1-CaV2.2; higher % means a stronger effect; inhibition, % at 20 µM, or IC50 in µM where a hit was titrated; 290,000 tested, 0.19% active; in the data active = inhibition mostly above about 51%, no sharp cut-off; inconclusive = no clear call, values can overlap the other calls; inactive = mostly below about 53%; note: some results filed as inactive read as strong as hits
# UTI89 phage lysis: protection from phage-mediated lysis, alamar blue read-out – E. coli UTI89, K1F phage, bacterial capsule biogenesis inhibitors (AID 488966). E. coli UTI89 K1F phage lysis, alamar blue, 2 h; higher % means a stronger effect. inhibition, % at 100 µM; hits with a dose series show IC50 in µM. 340,000 tested, 0.02% active;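 active = phage lysis inhibition, versus mean bacterial control, above a set limit; inconclusive = no clear call, values can overlap the other calls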;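 note: capsule biogenesis inhibitors block K1F phage lysis so surviving cells raise fluorescence; higher fluorescence means more inhibition of phage lysis; actives were called in the ten point dose series up to 300 µM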
# NS5 inhibitors: flavivirus cap methylation enzyme inhibition – biochemical, confirmation dose response, primary screen (AID 588689); Dengue-2 NS5 methyltransferase capping enzyme assay, biochemical; higher % means a stronger effect; one-dose inhibition, % at 25 µM; IC50 in µM for titrated hits; 340,000 tested, 0.3% active; in the data active = a potency from the dose series; inconclusive = inhibition above about 29% without an active follow-up result
# RSV CPE inhibition: inhibition of RSV-induced cytopathic effect – HEp-2 cells, primary 10 µM value included (AID 2391); HEp-2 cells, RSV-induced CPE inhibition; higher % means a stronger effect; one-dose CPE inhibition, % at 10 µM; IC50 in µM for titrated hits; 310,000 tested, 0.13% active; in the data active = a potency from the dose series; inconclusive = CPE inhibition mostly from about 23% at the one dose, without a potency; inactive = the rest, 99 in 100 with CPE inhibition below about 21%; note: strong numbers were not always called active
# WT yeast gro inh mutant strain: second read-out of WT yeast gro inh, no call of its own (marks repeat the call); inhibition, %; mitochondrial fusion phenotypic screen, mutant strain inhibition
# Autophagy mod cell loss 18 h: further read-out of Autophagy mod, marked with its call; toxicity, %; measured here: cell loss, nuclei count;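 cell loss after 18 h compound exposure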
# NTR1 ag cell count 20 µM: further read-out of NTR1 ag, marked with its call; cell count; measured here: cell count, cytotoxicity flag
# NS5 inhibitors pilot replicate: second read-out of NS5 inhibitors, no call of its own (marks repeat the call); inhibition, %; measured here: pilot screen replicate inhibition
# An asterisk follows results filed as active; i = inactive; u = inconclusive; x = no result given; [ ] = dose if it differs, or a comment. No enrichment for hits; 2.6% or so of the library scored in one or more.
SMILES,Autophagy mod,Autophagy mod cell loss 18 h,NTR1 ag,NTR1 ag cell count 20 µM,GPR35 antagonists,LYP phosphatase,WT yeast gro inh,WT yeast gro inh mutant strain,AID2073,UTI89 phage lysis,NS5 inhibitors,RSV CPE inhibition,others
CCCCS(=O)(=O)C(=C1Nc2ccccc2N1)S(=O)(=O)CCCC,i,2,0.4,37,10%,-8%,18,28,-1%,0.3%,-1%,-0.1%,
COc1ccc(N(CC(=O)N2CCN(c3ccccc3)CC2)S(=O)(=O)c2ccc(C)cc2)cc1,x,x,3.0,69,8%,1%,x,x,8%,2.0%[50 µM],-3%,0.9%,
COc1cc(OC)cc(C(=O)N[C@H](C(=O)Nc2cccc(S(=O)(=O)N3CCCC3)c2)C(C)C)c1,x,x,1.6,63,14%,3%,x,x,16%,-0.1%,-6%,0.0%,
CCOC(=O)c1[nH]c(COC(=O)CCCOc2ccccc2)c(C(=O)OCC)c1C,x,x,3.0,41,13%,-8%,x,x,-7%,x,x,1.7%,
COc1ccc(CSc2nnc(C)n2N)cc1[N+](=O)[O-],i,11,-0.9,45,-3%,-5%,-7,-25,-4%,0.5%,-4%,4.1%,
O=C(Nc1ccc(Br)cc1)c1cc2ccccn2n1,x,x,2.3,50,-6%,-6%,x,x,-11%,0.2%,-1%,8.8%,
COc1ccc(NS(=O)(=O)c2csc(C(=O)N3CCCC3)c2)cc1,x,x,-0.4,76,-13%,-7%,x,x,24%,0.5%,5%,1.5%,
COc1ccc(-n2nc(C(=O)N(C)C)nc2-c2ccccc2)cc1,x,x,0.5,54,14%,-5%,x,x,11%,0.1%,-2%,0.8%,
O=C(NCC1CCCO1)C1CCCN(Cc2cnn(-c3ccccc3)c2-n2cccc2)C1 (stereo not given),i,-5,2.1,48,-10%,-1%,-7,5,0%,0.0%,1%,-1.4%,
CN1C(=O)NC(c2ccc(O)cc2)C2=C1CN(c1ccccc1)C2=O (stereo not given),x,x,1.0,69,-6%,-5%,x,x,-3%,0.2%,3%,0.6%,
Cc1ccc(Cl)cc1NC(=O)COC(=O)C1CC1,i,7,0.2,80,5%,-5%,7,2,-1%,0.2%,2%,1.5%,
Cc1ccccc1NC(=O)C(=Cc1ccc(C(=O)O)cc1)C(=O)Nc1ccccc1C,i,-2,x,x,-9%,8%,-12,-5,24%,-0.4%,27%,x,
O=C(NC1CCN(S(=O)(=O)c2ccccc2F)CC1)c1ccco1,x,x,-1.9,34,-7%,-9%,x,x,-4%,0.1%,-7%,1.4%,
COc1ccc(C2CC(c3ccc(F)cc3)n3nc(NS(C)(=O)=O)nc3N2)cc1 (stereo not given),x,x,1.0,46,5%,-4%,x,x,5%,-0.1%,-1%,2.4%,
COc1ccc(C2(C(=O)Nc3ccc(S(=O)(=O)Nc4nc(C)cc(C)n4)cc3)CCCC2)cc1OC,i,34,0.8,69,7%,-9%,1,14,2%,0.7%[50 µM],-3%,2.1%,
CCCCNCc1cc2ccccc2o1,x,x,-1.1,47,-2%,-2%,x,x,0%,2.0%[50 µM],-7%,-1.3%,
O=C(NCCCN1CCN(c2cccc(Cl)c2)CC1)C1CCC(=O)N1Cc1ccccc1Cl (stereo not given),i,8,x,x,-10%,-12%,2,12,-4%,0.4%,9%,x,
COc1ccc(OC)c(NC(=O)CCNS(=O)(=O)c2cccs2)c1,i,0,-2.3,90,1%,-3%,-7,5,13%,-0.6%,-1%,2.3%,
CCN1CCN(c2nc(Nc3ccc(OC)cc3)nc(N)c2[N+](=O)[O-])CC1,x,x,-1.8,45,-2%,-4%,x,x,14%,x,x,0.5%,
Cc1ccccc1NS(=O)(=O)c1cc(S(C)(=O)=O)ccc1Cl,i,4,-0.3,45,24%,0%,-15,-12,-5%,0.0%[50 µM],-2%,-0.2%,
CCN(CC(=O)NCc1cccs1)C(=O)c1ccccc1Cl,i,-11,0.3,77,13%,-5%,-5,1,10%,0.3%,-4%,0.9%,
CC(C)Oc1ccc(/C(O)=C2/C(=O)C(=O)N(CCN(C)C)C2c2ccco2)cc1 (stereo not given),i,-38,-0.1,57,1%,4%,3,4,-3%,1.5%,2%,1.3%,
CC(C)C(=O)Nc1ccc(Oc2ccc3c(c2)C(=O)NC3=O)cc1,x,x,2.6,61,-9%,-10%,x,x,13%,0.1%,-9%,0.7%,
CCC1CCCCN1C(=O)CCC(=O)Nc1nnc(C(F)(F)F)s1 (stereo not given),x,x,0.7,68,-1%,0%,x,x,u,-2.4%,13%,1.1%,
COc1ccc2[nH]cc(CCNC(=O)C3CCCO3)c2c1 (stereo not given),i,-14,-1.0,92,-6%,-10%,-15,-5,14%,0.0%,-7%,0.5%,

# A portion from the list above, for reference:
SMILES,Autophagy mod,Autophagy mod cell loss 18 h,NTR1 ag,NTR1 ag cell count 20 µM,GPR35 antagonists,LYP phosphatase,WT yeast gro inh,WT yeast gro inh mutant strain,AID2073,UTI89 phage lysis,NS5 inhibitors,RSV CPE inhibition,others
CC(C)C(=O)Nc1ccc(Oc2ccc3c(c2)C(=O)NC3=O)cc1,x,x,2.6,61,-9%,-10%,x,x,13%,0.1%,-9%,0.7%,
CCC1CCCCN1C(=O)CCC(=O)Nc1nnc(C(F)(F)F)s1 (stereo not given),x,x,0.7,68,-1%,0%,x,x,u,-2.4%,13%,1.1%,
COc1ccc2[nH]cc(CCNC(=O)C3CCCO3)c2c1 (stereo not given),i,-14,-1.0,92,-6%,-10%,-15,-5,14%,0.0%,-7%,0.5%,

# Additional records.
SMILES,Autophagy mod,Autophagy mod cell loss 18 h,NTR1 ag,NTR1 ag cell count 20 µM,GPR35 antagonists,LYP phosphatase,WT yeast gro inh,WT yeast gro inh mutant strain,AID2073,UTI89 phage lysis,NS5 inhibitors,RSV CPE inhibition,others
CCOC(=O)C(C)N1N=C(/C=C/c2ccc(C)cc2)CCC1=O (stereo not given),i,14,-4.2,90,-2%,0%,-6,1,-2%,3.5%,-3%,7.0%,
COc1ccc(/C(C)=N/NC(=O)CNC(=O)c2cccnc2)cc1OC,x,x,-0.2,89,4%,-7%,x,x,45%,0.3%,-6%,2.0%,
Cc1ccc2nc(SCC(=O)Nc3ccc(F)c([N+](=O)[O-])c3)[nH]c2c1,i,5,0.1,49,-12%,-6%,8,4,3%,i,-2%,1.9%,
CC(C)Oc1ccc(C(=O)OCC(=O)NC(=O)NC2CCCC2)cc1,x,x,0.8,54,x,x,x,x,x,0.0%[50 µM],-6%,1.9%,
CCc1nc(N2CCCCC2)c2oc3ccccc3c2n1,i,-3,7.7,73,10%,-1%,42,29,1%,13%,-1%,2.1%,
COC(=O)c1nn(-c2ccccc2)c2nnc(Cc3ccc(C)cc3)c(=O)n12,i,6,-1.7,65,10%,-4%,-8,-7,8%,-5.5%,-5%,1.1%,
N#CCN(N=Nc1ccccc1)c1ccccc1,x,x,-1.8,88,7%,-8%,x,x,-4%,0.3%,-3%,-0.2%,
CCOP(=O)(OCC)c1nc(/C=C/c2ccccc2)oc1NCc1ccc(OC)cc1,i,-1,2.3,51,9%,-21%,9,10,8%,-0.5%,-2%,0.8%,
Cc1ccccc1OCC(O)CN(Cc1ccccc1O)C1CCCCC1 (stereo not given),i,18,8.5,51,-8%,-5%,22,20,-4%,-0.3%,-7%,0.1%,
CCN(C(=O)CSc1cc(C)c2cccc(C)c2n1)C1CCS(=O)(=O)C1 (stereo not given),i,6,2.5,39,-5%,-4%,3,10,8%,0.7%,-1%,1.6%,
CC1(C(O)(C#CC[N+]2(C)CCCCC2)c2ccccc2)CCCC1 (stereo not given),i,-6,0.1,36,0%,-8%,5,8,-6%,4.5%,-7%,-1.0%,
CCOC(=S)NC(=O)c1sc2ccccc2c1Cl,i,3,-0.7,77,5%,-8%,-14,-12,-3%,-1.2%,-2%,0.4%,
CCOc1ccc(NC(=O)CSc2nnc(-c3ccccn3)n2C)cc1,i,13,-1.0,85,6%,-6%,-3,-10,-15%,0.4%,-10%,0.6%,
Cc1cc(C(=O)COC(=O)CCC(=O)c2ccc3c(c2)OCCO3)c(C)n1Cc1ccco1,i,-5,-0.1,95,-2%,-6%,-22,0,41%,-0.6%,-9%,0.6%,
CCOc1ccc(S(=O)(=O)NCCC(=O)OCC(=O)Nc2cc(C)on2)cc1,x,x,-1.9,65,5%,-6%,x,x,-14%,0.1%,1%,1.9%,
S=c1cnc2ccccc2[nH]1,i,4,1.0,87,-1%,-10%,6,12,2%,0.1%,-1%,3.1%,
CCN=C(NCC)SC1CC(=O)N(c2ccccc2)C1=O (stereo not given),i,39,-3.1,90,0%,-2%,13,8,-5%,0.3%,-3%,2.0%,NS5 inhibitors pilot replicate=-4.6
O=C(COC(=O)Cn1cnc2ccccc21)NCCC1=CCCCC1,i,9,0.3,63,15%,-5%,15,20,-2%,3.6%,1%,0.9%,
CCN(CC)S(=O)(=O)c1ccc(-c2nnc(SCC(=O)N3CCOCC3)o2)cc1,i,43,1.2,56,-5%,-9%,-8,-6,0%,1.9%,1%,1.7%,
CC(=O)c1ccc(N2CCN(C(=O)c3cn(Cc4ccccc4)nc3-c3cccnc3)CC2)c(F)c1,x,x,1.3,69,x,x,x,x,x,-0.7%,-12%,0.4%,
COc1ccc(C2OC3=C(Nc4cc(C)c(C)cc4N3)C2=O)cc1 (stereo not given),x,x,0.1,83,19%,0%,x,x,11%,0.1%,-12%,-0.2%,
CCCCC(Sc1nc(N)c(NC(=O)c2ccc(OCC)cc2)c(=O)[nH]1)C(=O)O (stereo not given),i,4,-1.1,101,0%,2%,-18,13,7%,0.2%,4%,0.6%,
O=C(NC(=S)Nc1cccc([N+](=O)[O-])c1)C1CCCC1,x,x,3.6,65,5%,-5%,x,x,0%,-0.4%[50 µM],4%,4.4%,
Cc1ccc(S(=O)(=O)N(C)C)cc1NC(=O)C(C)N(C)Cc1sccc1C (stereo not given),x,x,2.1,60,-6%,-3%,x,x,12%,-0.1%,-1%,4.3%,
C=CCNC(=O)CSc1nc2sc3c(c2c(=O)n1CCCOC)CCC3,x,x,-0.3,56,-2%,-4%,x,x,-4%,-0.1%,-2%,1.1%,
CNC(=O)CSc1nnnn1-c1cc(C)ccc1C,i,4,-2.1,48,-8%,-8%,-14,4,8%,10.0%,5%,0.5%,
O=C1C2C3C=CC(C4CC34)C2C(=O)N1CCCCN1CCN(c2ccc(F)cc2)CC1 (stereo not given),x,x,0.6,43,x,x,x,x,x,-0.7%,2%,-0.8%,
O=C(CNC(=O)c1sc2ccccc2c1Cl)OCc1ccccc1,x,x,1.0,70,-3%,1%,x,x,7%,-0.4%,-5%,3.0%,
N[C@@H](CO)c1nnc([C@H](Cc2ccc(O)cc2)NC(=O)C2CCNCC2)o1,i,-8,-0.8,95,-4%,-5%,-10,4,9%,2.5%,-2%,1.7%,
O=C(CCN1C(=O)c2ccncc2C1=O)Nc1cc(F)ccc1F,i,-12,-1.1,58,9%,-10%,1,-15,27%,0.3%,-5%,-0.3%,

# Screening data deposited in PubChem BioAssay by several laboratories.
